PMI activator = phosphomannose isomerase (human) activation. activation factor at 20 µM. purified human PMI, coupled resazurin fluorescence, 20 min; hits give high values; 1 = vehicle control, 0 substrate-free wells. 190,000 tested, 0.005% active. P34949;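 active = activation factor of 2 or more at 20 µM, relative to plate controls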
Target sequence (P34949 whole entry, looked up): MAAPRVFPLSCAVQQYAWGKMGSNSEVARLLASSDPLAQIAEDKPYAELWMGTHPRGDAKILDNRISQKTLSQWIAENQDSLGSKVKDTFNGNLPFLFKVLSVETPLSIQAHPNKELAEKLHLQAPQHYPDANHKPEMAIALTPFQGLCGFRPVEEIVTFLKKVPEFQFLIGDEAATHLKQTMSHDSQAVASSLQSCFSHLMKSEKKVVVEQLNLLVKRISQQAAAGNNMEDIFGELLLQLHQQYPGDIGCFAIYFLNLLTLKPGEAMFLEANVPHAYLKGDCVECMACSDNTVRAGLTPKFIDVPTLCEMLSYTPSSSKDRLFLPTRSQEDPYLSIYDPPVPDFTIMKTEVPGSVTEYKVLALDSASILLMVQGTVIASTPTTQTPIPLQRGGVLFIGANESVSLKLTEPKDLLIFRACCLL
L major viab = inhibitors of Leishmania major promastigote growth; Leishmania major promastigotes, resazurin fluorescence viability; inhibition, % at 10 µM; 200,000 tested, 9% active; AID 1063; in the data active = inhibition above about 50%;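 also: promastigotes grown with compound for 44 hours at 28 °C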
TNAP inh hi DEA = TNAP (human) inhibition, high acceptor; purified TNAP, CDP-star luminescence, 1 M DEA; inhibition, % at 20 µM; AID 1135; P05186; 200,000 tested, 0.03% active;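 active = over 50% inhibition of tissue-nonspecific alkaline phosphatase at 20 µM in the single-dose screen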;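 also: plate controls were DMSO wells for no effect and EDTA-quenched wells as full inhibition for full effect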
Target sequence (P05186 whole entry, looked up): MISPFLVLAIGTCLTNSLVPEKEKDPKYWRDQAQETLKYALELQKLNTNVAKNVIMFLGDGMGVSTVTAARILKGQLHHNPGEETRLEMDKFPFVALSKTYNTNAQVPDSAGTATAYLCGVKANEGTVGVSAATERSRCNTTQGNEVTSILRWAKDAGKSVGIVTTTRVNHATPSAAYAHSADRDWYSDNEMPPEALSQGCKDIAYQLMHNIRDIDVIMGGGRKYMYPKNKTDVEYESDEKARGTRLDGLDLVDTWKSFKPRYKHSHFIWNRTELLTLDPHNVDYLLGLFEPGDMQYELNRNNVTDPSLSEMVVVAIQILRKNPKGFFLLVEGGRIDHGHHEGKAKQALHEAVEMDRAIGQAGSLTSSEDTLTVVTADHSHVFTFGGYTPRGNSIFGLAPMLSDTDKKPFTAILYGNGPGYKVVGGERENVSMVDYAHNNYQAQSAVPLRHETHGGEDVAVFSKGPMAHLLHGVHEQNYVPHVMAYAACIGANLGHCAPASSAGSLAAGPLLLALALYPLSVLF
S1P3 antagonist = antagonists of human S1P3 receptor | Q99500 | CHO S1P3 NFAT-BLA reporter, FRET fluorescence, antagonist mode | inhibition, % at 4.98 µM | 170,000 tested, 0.27% active | AID 485;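 active = inhibition above the plate cutoff, the mean inhibition of test wells on that plate plus 3 SD, cut at about 28% in these data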;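 also: cells challenged with S1P at its EC80 of 0.8 µM; blue over green emission ratio from cleaved BLA substrate after 4 h stimulation; 0% = S1P-stimulated wells and 100% = unstimulated DMSO-only wells; some compounds past the cut are filed as inactive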
Redox H2O2 prof = compounds producing H2O2 with reducing agent – biochemical, NIH compound library profiling, artefact control for MLSCN library redox annotation, primary screen. DTT-dependent redox cycling H2O2, phenol red/HRP absorbance; 100% = 100 µM peroxide control, 0% = buffer. activation, % at 10 µM. 200,000 tested, 0.03% active;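 active = activation of at least 50% relative to the plate's high and low controls in the primary single-dose screen; inactive = activation below 50%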;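 also: compound incubated with DTT at 0.8 mM final as the reducing agent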
TNAP inh no acc = inhibitors of human TNAP without phosphate acceptor. P05186. purified TNAP, CDP-star luminescence, 30 min. inhibition, % at 20 µM. 200,000 tested, 0.26% active. AID 1012;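 active = tissue-nonspecific alkaline phosphatase inhibition above about 50% at 20 µM in the single-dose screen, limit read from the data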;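 also: 0% = DMSO negative control and 100% = EDTA positive control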
PMI act hi M6P = activators of human phosphomannose isomerase at near-saturating mannose 6-phosphate. 190,000 tested, 0.34% active. activation factor at 20 µM. coupled PMI enzyme assay, resazurin fluorescence, 20 min; hits give high values; 1 = untreated enzyme, 0 = substrate-free blank;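 active = activation factor of 2 or more at 20 µM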
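Material: human phosphomannose isomerase with PGI, G6PDH, diaphorase coupling enzymes; amount: PMI at 15 ng/mL final; also added: Mannose-6-phosphate 1.0 mM (near-saturating) plus 0.22 mM NADP+; incubation: enzyme reaction with compound 20 min at room temperature; signal: resorufin fluorescence (Ex 544/Em 590 nm) from resazurin via diaphorase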
RAM network inh = blocks the yeast RAM network; inhibition, % at 50 µM; AID 868; 190,000 tested, 1.8% active; S. cerevisiae dse1pr::URA3 reporter, 5-FOA growth OD615, 2 d; analog-sensitive cbk1-as2 kinase mutant strain;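 active = inhibition above a set limit, 3 SD over mean compound inhibition, cut at about 8.4% in these data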;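 also: 0% = DMSO-only wells with no growth and 100% = 10 µM 1-NA-PP1 full growth; inhibition rescues growth on 5-FOA so higher OD means more RAM inhibition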
HMGR II inh = E. faecalis class II HMG-CoA reductase inhibition; purified E. faecalis HMGR, NADPH absorbance 340 nm kinetic; inhibition, % at 10 µM; 190,000 tested, 0.41% active;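 active = inhibition above a set limit, the median over all tested compounds plus 3 SD, cut at about 9.5% in these data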;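 also: enzyme runs in reverse so mevalonate oxidation gives rising NADPH absorbance; 0% = complete reaction with DMSO and 100% = background rate lacking mevalonate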
Hsp70 activator = Hsp70 transcriptional activation, primary screen | AID 1203 | HeLa Hsp70 promoter luciferase reporter, luminescence; scaled: vehicle 0, proteasome-inhibitor control 100% | activation, % at 10 µM | 200,000 tested, 0.04% active;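 active = activation above the mean across all tested compounds plus 3 SD, cutoff set per campaign, cut at about 5.5% in these data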;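 also: 100% = MG132 at 30 µM as the positive control and 0% = DMSO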
* hit, by the source's call; . = no result given. Random draw from the library, and some 12% of all compounds hit somewhere here.

SMILES	PMI activator	L major viab	TNAP inh hi DEA	S1P3 antagonist	Redox H2O2 prof	TNAP inh no acc	PMI act hi M6P	RAM network inh	HMGR II inh	Hsp70 activator
CC(C)CC(=O)OC1C(N2CCOCC2)c2c(ccc(/C=C/C(=O)N3CCOCC3)c2O)OC1(C)C (centres undefined)	0.9	90*	-2	-7	0.0	-16	1	0.7	-3	-0.2
COc1ccccc1C1c2[nH]c3ccccc3c2CCN1Cc1cnc(C)s1 (centres undefined)	1	27	-2	-17	0.1	-8	1	1.2	-3	-0.2
O=CN1CCCN(Cc2nc(Cc3ccccc3F)no2)CC1	1	-10	-7	2	0.1	-13	1	3.2	-1	-0.2
COc1ccc(-c2cc(-c3nnc(COC(=O)CC4CC5CCC4C5)o3)c3ccccc3n2)cc1OC (centres undefined)	0.8	10	1	17	-0.6	-10	0.9	5.3	-4	0.0
C/C(=C\c1ccccc1)C(=O)Nc1ccc(S(=O)(=O)Nc2ncccn2)cc1	1.2	-9	5	2	0.3	6	1.1	4.3	2	0.1
CC(=O)OCC(=O)Nc1c(C)cccc1C	1.1	-4	4	-17	-0.1	-7	1	1.5	5	0.2
CC(C)(C)NC(=O)NC(=O)CN1CCN(c2ccccc2O)CC1	0.9	-7	-7	-22	0.0	-12	0.8	0.3	0	-0.4
COc1ccc2cc(C#N)c(NC(C)C)nc2c1	0.8	-2	-3	16	0.4	-10	0.8	1.7	-3	-0.1
CCN1CCN(c2cc(C)c3cc(NC(=O)c4cccnc4Cl)ccc3n2)CC1	0.9	99*	0	.	-8.0	-12	0.9	0.9	2	-0.1
Cc1ccc(S(=O)(=O)CNC(=S)c2ccc3ccccc3c2)cc1	1	-21	6	.	0.5	-15	1	1.3	-5	-0.4
O=C(NCCCN1CCN(CCCNC(=O)c2cccc([N+](=O)[O-])c2)CC1)c1cccc([N+](=O)[O-])c1	1.1	32	-4	-3	-0.5	-17	1	2.2	-1	-0.4
FC(F)(F)c1cc(Cl)c2nnc(-c3cccnc3)n2c1	1	-1	-5	-19	-0.4	-12	1	1.9	-1	-0.1
O=C1C2C(C(=O)N1c1ccccc1)N1CCCN1C2c1ccccc1 (centres undefined)	1.1	-3	-6	-11	-2.1	-5	1	4.1	-3	-0.4
COc1ccc(Cn2c(-c3ccco3)nc3oc4cc(OC)ccc4c(=O)c3c2=O)cc1	1	25	-6	18	0.0	-12	0.9	0.8	-1	-0.2
COc1ccc(CNC(=O)CCS(=O)(=O)c2cccc3nonc23)cc1	0.9	-7	-2	.	-0.4	-7	1.1	3.6	3	0.2
COc1ccc(Nc2nc(N)nc(CN3CCOCC3)n2)cc1	0.9	-3	-5	-2	1.6	-6	0.9	4.3	0	-0.3
Clc1ccc(CO/N=C2\CCCc3nonc32)c(Cl)c1	0.9	-11	-4	19	-0.8	-10	0.9	0.1	-4	-0.1
Cc1ccc(-c2csc(NC(=O)N3CCOCC3)n2)cc1	1	-6	-6	-15	0.1	-6	1	1.2	-3	-0.2
CCC(CC)C(=O)Nc1cccc(SC)c1	0.9	-2	-3	-15	-0.7	-6	0.9	-1.1	-1	-0.1
Cc1ccc(CN(Cc2ccccc2)C(=S)NCC(=O)NCc2cccnc2)o1	0.8	3	-2	-5	-0.2	-42	1	0.8	-3	0.2
CCCCCCc1cc2cc(S(=O)(=O)c3ccc(Cl)cc3)c(=O)oc2cc1O	1.1	-7	-6	-5	-0.4	-17	1.1	2.8	-6	-0.2
O=C(Cc1ccc(F)cc1)NCCc1ccccc1	1	0	-6	.	0.5	-20	1.1	0.7	3	-0.2
COc1cccc2c(=O)n(CC(=O)Nc3ccc(F)cc3)ccc12	0.9	-9	4	.	-1.9	2	0.9	3.3	-8	-0.1
Cc1ccc(-n2c(Cc3cccs3)nnc2SCC(=O)Nc2ccc(S(N)(=O)=O)cc2)cc1	0.9	-1	-6	-20	3.7	-9	0.9	1.1	-4	-0.3
CN1C(=O)c2cccc(N(C)C)c2C1=O	1.1	-2	0	-2	2.0	-7	1.1	-0.8	3	-0.7

Overlap with the part before: two entries, followed by the next part.
SMILES	PMI activator	L major viab	TNAP inh hi DEA	S1P3 antagonist	Redox H2O2 prof	TNAP inh no acc	PMI act hi M6P	RAM network inh	HMGR II inh	Hsp70 activator
Cc1ccc(-n2c(Cc3cccs3)nnc2SCC(=O)Nc2ccc(S(N)(=O)=O)cc2)cc1	0.9	-1	-6	-20	3.7	-9	0.9	1.1	-4	-0.3
CN1C(=O)c2cccc(N(C)C)c2C1=O	1.1	-2	0	-2	2.0	-7	1.1	-0.8	3	-0.7
COc1cccc(C2CC(c3ccc(C)cc3)n3ncnc3N2)c1 (centres undefined)	0.8	0	-3	.	-0.2	-8	0.9	0.1	1	0.5
CCOCCCNC(=O)N[C@@H](Cc1ccccc1)C(=O)OC	1	-4	-4	-18	-0.9	-12	1	1.6	0	-0.2
CCCOc1ccccc1-c1nc2c([nH]1)c(=O)[nH]c(=O)n2C	0.8	5	2	3	-0.1	-5	0.9	1.2	-8	-0.2
CCOC(=O)C1CN(C(C)(C)C)C(=O)C1=O (centres undefined)	0.9	-3	2	-2	0.0	3	0.9	0.8	0	-0.3
O=C(/C=C\NCC(=O)c1ccccc1)c1ccccc1	1.6	2	-1	.	1.2	-5	2.5*	3.6	-2	0.5
COc1ccc(C2C(CN3CCOCC3)C(=O)N2c2ccccc2)cc1 (centres undefined)	1	-3	-8	-13	-1.0	-10	1	2.7	-1	0.0
CC(C)Oc1ccc(C2C(C#N)=C(N)Oc3c2oc(CO)cc3=O)cc1 (centres undefined)	0.8	-5	8	4	-1.4	3	0.7	2.0	-8	-0.1
COc1ccc(/C=C(/CC(=O)Nc2ccccc2)c2nc3ccccc3s2)cc1	0.8	9	1	-4	0.5	0	0.9	2.9	-1	-0.4
CCN1C(=O)c2cccc3c(S(=O)(=O)NCCCN4CCOCC4)ccc1c23	1.1	78*	-6	-40	-0.7	-3	0.9	1.7	1	-0.3
CCOC(=O)C1=C(C)N=c2s/c(=C\c3ccc(OCC(=O)O)cc3)c(=O)n2C1c1ccc(OC(C)C)cc1 (centres undefined)	0.9	-7	5	-3	0.1	6	1	4.0	2	-0.4
COc1cccc(CNc2nc3nc(C)cc(=O)n3[nH]2)c1	1	-9	-9	.	-4.0	-11	1	1.2	1	-0.3
O=S(=O)(c1ccccc1)c1nc(-c2ccco2)oc1Nc1ccccc1	1.3	76*	-2	-1	-0.6	-9	1	3.4	-6	-0.2
Cn1ncc(Br)c1C(=O)Nc1ccc(Br)cn1	1.1	-4	-4	-6	-0.5	-5	1.1	0.3	-1	-0.3
O=C(Nc1ccc(F)cc1F)C1CCN(C(=O)c2ccc(Br)cc2)CC1	1	-2	2	-1	-0.2	-2	1	-1.4	0	0.0
CCOC(=O)CC(=O)CSc1nc(-c2ccc3c(c2)OCO3)cc(C(F)(F)F)c1C#N	1	-4	-4	.	0.6	-8	1.1	7.3	-4	0.3
CC(OC(=O)c1ccccc1OCc1ccc(Cl)cc1)C(N)=O (centres undefined)	0.9	11	-1	4	-2.4	-6	0.9	3.3	3	-0.1
O=C(Nc1ccc2c(c1)OCO2)C1CCN(Cc2cnn(-c3ccccc3)c2-n2cccc2)CC1	0.9	98*	-15	.	-0.3	-65	0.9	1.2	-2	-0.2
COc1ccc(-c2n[nH]c(=S)n2-c2ccc3c(c2)OCCO3)cc1	1.1	-2	-5	-1	0.0	-30	1	1.7	3	-0.4
Nc1[nH]n(-c2ccccc2)c(=O)c1N=Nc1ccccc1[N+](=O)[O-]	1	-4	28	.	0.8	5	1	3.8	-1	0.0
Cc1ccc(-c2nn(CC(=O)NCc3cc(-c4nn(C)c(=O)c5ccccc45)ccc3C)c(=O)c3ccccc23)cc1	0.9	2	-10	.	0.3	-42	0.9	2.2	-2	0.0
COc1cc(/C=C2/S/C(=N/S(=O)(=O)c3ccccc3)NC2=O)c([N+](=O)[O-])cc1OC	0.9	-8	3	.	-0.2	-10	0.9	9.4*	-1	-0.1
O=C(CNC(=O)c1ccco1)OCC(=O)c1cccc2ccccc12	0.8	-8	-1	.	0.0	-2	0.9	1.5	-4	-0.4
CC(C)(C)c1ccccc1OCC(=O)NCCC(=O)O	1	99*	-6	17	-0.3	-7	0.9	0.4	-7	-0.4
CCc1nc2ccccc2n1CC(=O)N(C(C)CC)C1CCS(=O)(=O)C1 (centres undefined)	1.1	-2	0	.	-0.2	-6	1.2	-0.4	-7	0.0
Cc1cccc(C(=O)Nc2nc(C)c(C(=O)Nc3ccc4c(c3)CCC4)s2)c1	0.9	7	0	.	-4.7	-3	1	8.6*	1	-0.1
The results go on.
SMILES	PMI activator	L major viab	TNAP inh hi DEA	S1P3 antagonist	Redox H2O2 prof	TNAP inh no acc	PMI act hi M6P	RAM network inh	HMGR II inh	Hsp70 activator
N=C1C(=O)OCC1c1ccccc1NC(=O)CN1CCCCC1 (centres undefined)	1.1	-5	0	-3	0.0	-6	1.1	2.1	0	-0.3
O=C(CSc1nnc(-c2ccccc2)c(-c2ccccc2)n1)Nc1ncc(Cl)cc1Cl	0.8	41	3	1	0.6	-30	0.9	5.7	0	-0.1
COc1ccc(/C(C)=N\NC(=O)c2ccc3c(c2)OCO3)cc1OC	1	2	1	3	-0.6	-13	1.1	2.2	-5	-0.1
CC(C(=O)N1CCN(C)CC1)N1C(=O)c2ccccc2C1=O (centres undefined)	0.9	-1	-4	-19	2.2	-7	1	0.6	-4	-0.3
Nc1nc(CSC(=S)N2CCOCC2)nc(Nc2ccc(F)cc2)n1	0.9	22	-3	-8	0.4	-4	0.9	0.8	-1	-0.4
CC(Sc1ccccc1)C(=O)Nc1cccc(N(C)S(C)(=O)=O)c1 (centres undefined)	1	17	-3	-8	2.6	-8	1	0.4	2	0.2
Cc1ncoc1C(=O)Nc1cccc(Cl)c1	0.9	-1	0	-6	0.1	-8	0.8	-1.4	-8	-0.1
CCCN=C1CC(C)(C)CC(=O)/C1=C(/O)CCCN1C(=O)c2ccccc2C1=O	1.1	-2	2	-2	0.1	10	1	0.0	2	-0.1
COc1ccc2c(c1)CCc1c(C(=O)NCCc3ccc(OC)c(OC)c3)noc1-2	0.9	-9	0	-18	-1.2	-7	0.9	14*	-6	0.2
C=CCOC(=O)Nc1c(C(=O)OC)[nH]c2ccccc12	1	-2	-1	-25	3.0	2	1	2.7	0	-0.4
O=[N+]([O-])c1ccc(-c2cn(-c3ccccc3)c(=S)[nH]2)cc1	1	-9	19	16	0.2	12	1.1	10*	-1	2.6
CC(NCCOCCOc1ccccc1)c1ccccc1 (centres undefined)	0.9	3	-1	-1	0.1	-12	0.9	-0.9	-2	-0.3
COC(=O)c1sc(N)c(C(=O)OC)c1CSc1nnc(-c2ccccc2Cl)n1C	0.9	6	-7	2	2.6	-8	0.8	1.3	-7	-0.5
